Vif-APOBEC3F blk: qHTS for Inhibitors of Vif-A3F Interactions: qHTS | actives 0.2% (n = 390,000) | Potency, µM (titrated, usually from 46.1 µM), without a hit: top-dose activity, negative = active | AID 602313, 2012 | HeLa A3F-eYFP + Vif (tagged APOBEC3F with the HIV-1 protein that degrades it), YFP fluorescence increase; note: potency is the fitted concentration of half-maximal effect; % of control where 0% means no effect; nearly all actives have a fitted effect of over 65% in size
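Fluorescence increase (Ex 488/Em 500-530) after overnight compound treatment at 37 deg C flags inhibition of Vif-driven A3F-eYFP loss in stable HeLa A3F-eYFP/Vif cells seeded overnight beforehand.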
Vif-APOBEC3G blk: qHTS for Inhibitors of Vif-A3G Interactions: qHTS | DNA dC->dU-editing enzyme APOBEC-3G (Homo sapiens), Q9HC16 | Potency, µM (top dose mostly 46.1 µM), for the others: at the top dose activity, negative = active, actives largely listed as inhibitors | HeLa A3G-eYFP + Vif (tagged APOBEC3G with the HIV-1 protein that degrades it), YFP fluorescence, overnight | actives 0.076% (n = 410,000);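 note: potency is the fitted concentration of half-maximal effect; % is set by controls: 0 for no effect and ±100 for the full control effect; nearly all actives have a fitted effect of over 60% in size; hits raise eYFP signal because A3G escapes Vif-driven loss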
Target sequence (Q9HC16 whole entry, looked up): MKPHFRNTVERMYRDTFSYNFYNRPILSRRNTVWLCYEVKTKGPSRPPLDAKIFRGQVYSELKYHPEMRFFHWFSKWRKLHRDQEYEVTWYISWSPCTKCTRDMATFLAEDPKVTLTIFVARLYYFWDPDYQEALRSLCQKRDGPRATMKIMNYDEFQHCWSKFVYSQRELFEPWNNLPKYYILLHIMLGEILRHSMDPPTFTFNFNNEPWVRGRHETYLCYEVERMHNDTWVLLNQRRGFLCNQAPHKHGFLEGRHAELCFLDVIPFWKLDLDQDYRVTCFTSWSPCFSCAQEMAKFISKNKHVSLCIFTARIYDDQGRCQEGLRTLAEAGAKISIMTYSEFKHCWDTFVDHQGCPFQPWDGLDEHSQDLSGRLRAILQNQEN
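Read-out is eYFP fluorescence (Ex 488/Em 500-530) from Vif-expressing HeLa A3G-eYFP cells; more signal means A3G escaped Vif-mediated degradation. Cells plated overnight, compound pinned in, incubated overnight at 37 deg C.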
RGS4 inhibitor: Inhibitors of Regulator of G Protein Signaling (RGS) 4: qHTS; Transcreener GDP fluorescence polarization, RGS4-accelerated GTP hydrolysis; Regulator of G-protein signaling 4 (Homo sapiens), P49798; Potency, µM (series often up to 114 µM), for the others: top-dose activity change, negative = inhibition, most hits filed as inhibitors; AID 504845, 2011; actives 0.039% (n = 390,000); note: potency is the fitted concentration of half-maximal effect; % is set by controls: 0 for no effect and ±100 for the full control effect; nearly all actives have a fitted effect of over 75% in size; some results filed as inactive show a strong effect at the top dose
Target sequence (P49798 whole entry, looked up): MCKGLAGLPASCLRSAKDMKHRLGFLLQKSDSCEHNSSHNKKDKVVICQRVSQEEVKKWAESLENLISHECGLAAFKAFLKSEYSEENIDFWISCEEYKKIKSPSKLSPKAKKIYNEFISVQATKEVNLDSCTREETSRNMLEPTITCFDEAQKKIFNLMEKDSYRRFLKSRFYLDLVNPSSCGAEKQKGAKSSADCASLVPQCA
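MLSMR compounds (23 nl, pin-transferred) preincubated 10 min at room temperature with a 500nM (2x) first reagent, then RGS4 at 900nM (2x) plus Transcreener GDP mix added; fluorescence polarization (620/688 nm) read before and after 90 min at 30 °C.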
Glioma ERSR ind: qHTS for Inducers of the Endoplasmic Reticulum Stress Response (ERSR) in Human Glioma: qHTS. U87-MG GRP78 promoter luciferase reporter, 16 h. Potency, µM, inactives show at the top dose activation, most hits filed as activators. actives 0.02% (n = 420,000); note: potency is the fitted concentration of half-maximal effect; series mostly up to about 76 µM; % of control where 0% means no effect; nearly all actives have a fitted effect of over 35% in size
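ERSR induction read as luciferase luminescence (Bright-Glo, 10 min at room temperature) in stably transfected human U87-MG glioma cells exposed to compounds for 16 h, using GRP78 as sensor.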
D2 ag: HTS Assay for Allosteric Agonists of the Human D2 Dopamine Receptor: Primary Screen for Agonists | activation, % at 2 µM | AID 485358, 2010 | HEK293 T-REx D2 cells, calcium flux agonist mode | D(2) dopamine receptor (Homo sapiens), P14416 | actives 0.53% (n = 340,000);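 active = activation over 3 SD above normal in the single-dose calcium agonist read, cut at about 30% in these data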; note: 0% is about no effect
Target sequence (P14416 whole entry, looked up): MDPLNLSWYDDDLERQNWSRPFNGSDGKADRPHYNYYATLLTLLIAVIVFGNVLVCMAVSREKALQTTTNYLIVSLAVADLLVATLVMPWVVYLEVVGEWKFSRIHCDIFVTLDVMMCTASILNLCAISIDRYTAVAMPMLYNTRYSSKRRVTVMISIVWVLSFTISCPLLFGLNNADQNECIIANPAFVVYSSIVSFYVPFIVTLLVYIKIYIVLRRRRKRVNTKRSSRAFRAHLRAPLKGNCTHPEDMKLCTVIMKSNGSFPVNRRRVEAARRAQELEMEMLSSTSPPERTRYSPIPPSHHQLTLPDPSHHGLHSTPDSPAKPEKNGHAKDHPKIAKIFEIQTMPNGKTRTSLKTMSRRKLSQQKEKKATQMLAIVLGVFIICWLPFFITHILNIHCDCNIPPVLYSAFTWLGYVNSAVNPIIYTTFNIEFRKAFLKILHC
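Tetracycline-induced HEK293 T-REx cells with force-coupled D2 receptor, plated overnight at 30 C, loaded with no-wash calcium dye. After a 10 s baseline, compound was pin-added and calcium flux read kinetically for 180 s; calcium rises flagged agonists.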
ALOX12 inh: Primary qHTS assay for inhibitors of human arachidonate 12S-lipoxygenase (ALOX12): Round 2 | AID 1671190, 2021 | purified 12hLO, xylenol orange hydroperoxide absorbance | Potency, µM (doses to about 108 µM), without a hit: top-dose activity change, negative = inhibition, hits mostly inhibitors | Polyunsaturated fatty acid lipoxygenase ALOX12 (Homo sapiens), P18054 | actives 1.1% (n = 580,000); note: potency is the fitted concentration of half-maximal effect; % is set by controls: 0 for no effect and ±100 for the full control effect
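Hydroperoxide product was detected by ferrous iron/xylenol orange as the 573 to 405 nm absorbance ratio. Arachidonic acid at 40 uM (final) was turned over for 30 min at room temperature by 150 nM human 12hLO, pH 7.0 Hepes buffer, after 15 min compound preincubation.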
D2 antag: HTS Assay for Allosteric Antagonists of the Human D2 Dopamine Receptor: Primary Screen for Antagonists. D(2) dopamine receptor (Homo sapiens), P14416. HEK293 TREx D2 cells, calcium flux, dopamine EC80. inhibition, % at 10 µM. actives 2% (n = 340,000); in the data active = inhibition above about 30%; note: 0% is about no effect
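Compounds are added to dye-loaded, induced HEK293 T-REx cells coupled to calcium release via D2; after a 3 min kinetic read an EC80 dopamine stimulus is given and fluorescence is recorded for 3 more min.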
ERG-DNA inh: qHTS for Small Molecule Inhibitors of the ERG Ets/DNA interaction; AID 624246, 2012; Potency, µM (highest dose often 76.9 µM), for the others: at the top dose FP activity, negative = inhibition, usual class: inhibitors; actives 0.028% (n = 370,000); fluorescence polarization, His-ERG Ets domain / labelled DNA; active = well fitted inhibition curve with a large enough effect in the polarisation, with a control signal flat; inconclusive = small, poorly fitted or top-dose-only effect, or effect the other way, or a change in a side signal; inactive = no such curve, though single readings can be large or run the other way; the % refers to the polarisation;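 note: polarization taken with two DNA probes labelled with fluorescein and Texas red; potency is the fitted concentration of half-maximal effect; % of control where 0% means no effect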
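His-tagged ERG Ets domain (1 uM in the protein solution; 300mM KCl, 50mM Tris-HCl, 1mM EDTA, 1mM DTT, pH 7.5) received compound, then a probe mix of 5 nM fluorescein-DNA and 100nM Texas-615-DNA. Fluorescence polarization was read for both dyes.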
LDHA inh: qHTS assay for inhibitors of human lactate dehydrogenase; actives 0.15% (n = 480,000); purified LDHA, NADH/diaphorase-resazurin fluorescence; active compounds read low; L-lactate dehydrogenase A chain (Homo sapiens), P00338; activity change, % (values are at about 110 or 230 µM); in the data active = activity change below about -30%; inconclusive = mostly about -25% to -30%;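 note: plate controls were DMSO wells for no effect and wells without enzyme for full effect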
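Human LDH5 at 2 nM final in Tris HCl pH 7.4 with 0.06 mM NADH and 0.2 mM pyruvate, reacted 5 minutes at room temperature. Remaining NADH coupled via diaphorase/resazurin; resorufin fluorescence read at 0 and 20 minutes, normalized to enzyme-free and DMSO wells.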
* marks the source's active call; other numbers are inactive results. Unless noted, calls come from the whole dose curve; as a rule, active = well fitted curve in the direction sought with a large enough effect; inconclusive = small, poorly fitted or top-dose-only effect, or another doubt; inactive = no such curve, though single readings can be large; an effect the other way counts as inactive or inconclusive. Only part of the results is shown; count on the stated rates, not on these rows.

How did CCOc1ccc(NC(=O)c2ccc(S(=O)(=O)N3CCOCC3)cc2)cc1 do in these assays?
Vif-APOBEC3F blk: -2%; Vif-APOBEC3G blk: 2%; RGS4 inhibitor: 16%; Glioma ERSR ind: -1%; D2 ag: 0.3; ALOX12 inh: -35%; D2 antag: -14; ERG-DNA inh: 3%; LDHA inh: -13

Results for O=C(Cn1ccc2cc(S(=O)(=O)N3CCCC3)ccc21)NCCc1ccccc1 ?
Vif-APOBEC3F blk: 12%; Vif-APOBEC3G blk: -26%; RGS4 inhibitor: 1%; Glioma ERSR ind: 0%; D2 ag: 0.2; ALOX12 inh: 2%; D2 antag: 1; ERG-DNA inh: 12%; LDHA inh: 2

Results for Nc1c(C(=O)Nc2ccc(Cl)cc2)sc2nc(N3CCOCC3)c3c(c12)CCCC3 ?
Vif-APOBEC3F blk: 1%; Vif-APOBEC3G blk: 5%; RGS4 inhibitor: 8%; Glioma ERSR ind: -3%; D2 ag: 0.2; ALOX12 inh: inconclusive; D2 antag: 4; ERG-DNA inh: 6%; LDHA inh: 9

Results for c1ccc(C2=Nn3c(nnc3-c3cc(-c4ccccc4)n[nH]3)SC2)cc1 ?
Vif-APOBEC3F blk: -3%; Vif-APOBEC3G blk: -8%; RGS4 inhibitor: -9%; Glioma ERSR ind: -1%; D2 ag: -0.2; ALOX12 inh: 0%; D2 antag: 7; ERG-DNA inh: -2%; LDHA inh: 0

What do the screens show for `O=C(Nc1ccccc1-c1ccccc1)c1ccccc1`?
Vif-APOBEC3F blk: -11%; Vif-APOBEC3G blk: -1%; RGS4 inhibitor: -13%; Glioma ERSR ind: 1%; D2 ag: 0.3; ALOX12 inh: 10%; D2 antag: 0; ERG-DNA inh: 1%; LDHA inh: 1

What do the screens show for `O=C(COC(=O)c1ccc(Br)cc1)NCCC1=CCCCC1`?
Vif-APOBEC3F blk: -8%; Vif-APOBEC3G blk: 7%; RGS4 inhibitor: -6%; Glioma ERSR ind: -4%; D2 ag: -0.9; ALOX12 inh: 4%; D2 antag: 10; ERG-DNA inh: -1%; LDHA inh: -8

Results for COc1cccc(NC(=O)COc2cccnc2[N+](=O)[O-])c1 ?
Vif-APOBEC3F blk: -11%; Vif-APOBEC3G blk: -2%; RGS4 inhibitor: 21%; Glioma ERSR ind: 8%; ALOX12 inh: -19%; ERG-DNA inh: -1%; LDHA inh: -5

Results for Cc1ccc(-c2nn(-c3ccccc3)cc2/C=N/NC(=O)c2ccncc2)o1 ?
Vif-APOBEC3F blk: 12%; Vif-APOBEC3G blk: -29%; RGS4 inhibitor: -39%; Glioma ERSR ind: -4%; D2 ag: 1.3; ALOX12 inh: -23%; D2 antag: -23; ERG-DNA inh: -5%; LDHA inh: -3

How did CN1CCN(CC(O)Cn2c3ccccc3c3ccccc32)CC1 (stereo not drawn) do in these assays?
Vif-APOBEC3F blk: -7%; Vif-APOBEC3G blk: 1%; RGS4 inhibitor: -5%; Glioma ERSR ind: -3%; D2 ag: 0.7; ALOX12 inh: 2%; D2 antag: 13; ERG-DNA inh: 5%; LDHA inh: -12

What do the screens show for `O=C(N/N=C/c1ccc(-c2ccc([N+](=O)[O-])cc2)o1)C(O)c1ccccc1` (stereo not drawn)?
Vif-APOBEC3F blk: -4%; Vif-APOBEC3G blk: 0%; RGS4 inhibitor: -25%; Glioma ERSR ind: -1%; D2 ag: 0.6; ALOX12 inh: -29%; D2 antag: 3; ERG-DNA inh: -2%; LDHA inh: 5

Results for CCC1(CC)Cc2ccccc2-c2nc(NCCO)[nH]c(=O)c21 ?
Vif-APOBEC3F blk: 0%; Vif-APOBEC3G blk: 1%; RGS4 inhibitor: -29%; Glioma ERSR ind: -3%; D2 ag: 0.3; ALOX12 inh: inconclusive; D2 antag: 8; ERG-DNA inh: -7%; LDHA inh: 1

How did COC(=O)c1ccc(NC(=O)CC2C(=O)N(c3ccccc3)C(=O)N2Cc2cccs2)cc1 (stereo not drawn) do in these assays?
Vif-APOBEC3F blk: 3%; Vif-APOBEC3G blk: 2%; RGS4 inhibitor: -5%; Glioma ERSR ind: 0%; D2 ag: -0.1; ALOX12 inh: -18%; ERG-DNA inh: 2%; LDHA inh: 2

What do the screens show for `Cc1ccc(CC(=O)Nc2ccccc2-c2ccccc2)cc1C`?
Vif-APOBEC3F blk: -1%; Vif-APOBEC3G blk: -4%; RGS4 inhibitor: 1%; Glioma ERSR ind: -3%; D2 ag: 0.0; ALOX12 inh: 10%; D2 antag: -9; ERG-DNA inh: 4%; LDHA inh: 0

Results for CCOC(=O)N(C)c1c(CC)nc2c(OCC(=O)C(C)(C)C)cccn12 ?
Vif-APOBEC3G blk: -2%; Glioma ERSR ind: -3%; ALOX12 inh: inconclusive; LDHA inh: -4

How did O=C(NC(=S)NC1CCCc2ccccc21)c1ccco1 (stereo not drawn) do in these assays?
Vif-APOBEC3F blk: inconclusive; Vif-APOBEC3G blk: -5%; RGS4 inhibitor: -53%; Glioma ERSR ind: -3%; D2 ag: 1.5; ALOX12 inh: inconclusive; D2 antag: 1; ERG-DNA inh: 24%; LDHA inh: 1

What do the screens show for `O=C(Nc1nnc([C@@H]2O[C@H](CO)[C@@H](O)[C@H]2O)s1)Nc1ccccc1C(F)(F)F`?
Vif-APOBEC3G blk: -2%; Glioma ERSR ind: -2%; ALOX12 inh: 2%; LDHA inh: -7

Results for O=S(=O)(Cc1nnnn1-c1ccccc1)c1ccc(Cl)cc1 ?
Vif-APOBEC3F blk: 4%; Vif-APOBEC3G blk: 0%; RGS4 inhibitor: -8%; Glioma ERSR ind: 0%; D2 ag: 1.4; ALOX12 inh: -18%; D2 antag: -1; ERG-DNA inh: -3%; LDHA inh: -6

Results for COc1ccccc1CNc1ccc(-c2nc(-c3cccc(C)c3)no2)cc1[N+](=O)[O-] ?
Vif-APOBEC3F blk: -1%; Vif-APOBEC3G blk: 1%; RGS4 inhibitor: -1%; Glioma ERSR ind: -2%; D2 ag: -0.5; ALOX12 inh: -23%; ERG-DNA inh: 1%; LDHA inh: 1

How did COc1ccc(C(=O)Nc2nc3ccccc3[nH]2)cc1 do in these assays?
Vif-APOBEC3F blk: -3%; Vif-APOBEC3G blk: -1%; RGS4 inhibitor: 9%; Glioma ERSR ind: -14%; D2 ag: 2.3; ALOX12 inh: -17%; D2 antag: 6; ERG-DNA inh: 19%; LDHA inh: 2

How did O=C(CN1C(=O)CCSc2ccccc21)Nc1ccc2c(c1)OCCO2 do in these assays?
Vif-APOBEC3F blk: -2%; Vif-APOBEC3G blk: 5%; RGS4 inhibitor: 9%; Glioma ERSR ind: -3%; D2 ag: -0.2; ALOX12 inh: 9%; D2 antag: -15; ERG-DNA inh: 0%; LDHA inh: -13

What do the screens show for `CCOCCn1c(N2CCN(c3ccc(OC)cc3)CC2)nc2c1c(=O)n(C)c(=O)n2C`?
Vif-APOBEC3F blk: 8%; Vif-APOBEC3G blk: 0%; RGS4 inhibitor: -21%; Glioma ERSR ind: -1%; D2 ag: -0.4; ALOX12 inh: 0%; D2 antag: 13; ERG-DNA inh: -9%; LDHA inh: -7

How did O=C(N/N=C/c1ccc(F)cc1)c1cc[n+]([O-])cc1 do in these assays?
Vif-APOBEC3F blk: -1%; Vif-APOBEC3G blk: 11%; RGS4 inhibitor: -18%; Glioma ERSR ind: -6%; D2 ag: 0.3; ALOX12 inh: -17%; D2 antag: 7; ERG-DNA inh: 13%; LDHA inh: -2

Results for COc1ccc(C(=O)Nc2ccc(O)c3ccccc23)cc1 ?
Vif-APOBEC3F blk: -23%; Vif-APOBEC3G blk: inconclusive; RGS4 inhibitor: inconclusive; Glioma ERSR ind: 4%; ALOX12 inh: inconclusive; ERG-DNA inh: 10%; LDHA inh: 12

Results for Cc1ccc2c(CN(C)Cc3cccc(Cl)c3)cc(=O)oc2c1C ?
Vif-APOBEC3F blk: 16%; Vif-APOBEC3G blk: -3%; RGS4 inhibitor: 1%; Glioma ERSR ind: -3%; D2 ag: -1.2; ALOX12 inh: 11%; D2 antag: 6; ERG-DNA inh: 4%; LDHA inh: 3

Results for O=C(Nc1nnc(SCc2ccc(Cl)cc2)s1)C1CCCO1 (stereo not drawn) ?
Vif-APOBEC3F blk: -3%; Vif-APOBEC3G blk: 1%; RGS4 inhibitor: 19%; Glioma ERSR ind: 2%; D2 ag: 0.2; D2 antag: 12; ERG-DNA inh: 7%; LDHA inh: -10
